GPR151 ag: activates the human receptor GPR151 | Q8TDV0 | PathHunter beta-arrestin GPR151 cells, luminescence | activation, % at 11.2 µM | 650,000 compounds, 1% hits; in the data active means activation above about 4.9%;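 further: 0% = median of compound wells and 100% = cells with positive control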
Target sequence (Q8TDV0 whole entry, looked up): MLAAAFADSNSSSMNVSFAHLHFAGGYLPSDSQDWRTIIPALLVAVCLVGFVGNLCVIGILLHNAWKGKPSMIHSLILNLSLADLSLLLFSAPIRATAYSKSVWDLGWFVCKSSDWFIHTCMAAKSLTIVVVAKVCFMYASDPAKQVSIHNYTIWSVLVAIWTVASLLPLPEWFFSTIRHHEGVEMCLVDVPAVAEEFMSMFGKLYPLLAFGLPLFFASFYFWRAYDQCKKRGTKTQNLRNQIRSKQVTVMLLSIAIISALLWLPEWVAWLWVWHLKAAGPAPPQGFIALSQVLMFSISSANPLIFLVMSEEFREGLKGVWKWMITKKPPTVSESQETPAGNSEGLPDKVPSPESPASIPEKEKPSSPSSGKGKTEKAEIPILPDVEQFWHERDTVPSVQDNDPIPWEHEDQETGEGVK
MITF inh: inhibitors of human MITF. AlphaScreen MITF homodimerization, bead proximity signal. inhibition, % at 2.6 µM. 650,000 compounds, 0.91% hits. AID 1259374; in the data active means inhibition above about 50%;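 further: 0% = vehicle wells with protein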
Target sequence (O75030 whole entry, looked up): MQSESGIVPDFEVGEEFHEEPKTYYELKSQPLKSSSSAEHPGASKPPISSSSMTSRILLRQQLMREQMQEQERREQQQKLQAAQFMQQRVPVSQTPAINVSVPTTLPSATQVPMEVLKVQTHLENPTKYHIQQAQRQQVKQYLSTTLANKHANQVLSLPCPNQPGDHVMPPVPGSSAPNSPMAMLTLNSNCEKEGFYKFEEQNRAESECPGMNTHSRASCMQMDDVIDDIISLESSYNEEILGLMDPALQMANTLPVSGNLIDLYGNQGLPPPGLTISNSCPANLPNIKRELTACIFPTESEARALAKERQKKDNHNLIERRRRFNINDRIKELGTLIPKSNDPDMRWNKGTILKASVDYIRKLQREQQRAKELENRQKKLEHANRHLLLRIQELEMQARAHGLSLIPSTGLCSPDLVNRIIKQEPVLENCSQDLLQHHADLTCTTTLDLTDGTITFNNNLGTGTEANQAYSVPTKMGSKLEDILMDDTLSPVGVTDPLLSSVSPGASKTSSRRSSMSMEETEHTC
TEAD-YAP inh: TEAD-YAP interaction inhibition | HEK-TIYL cells, TEAD-Gal4/YAP UAS-luciferase luminescence | inhibition, % at 9.12 µM | 640,000 compounds, 1.4% hits; in the data active means inhibition above about 32%;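 further: 0% = median of test compound wells and 100% = reference inhibitor wells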
FBW7 act: activators of human E3 ligase FBW7. Q969H0. normalized activity (activation), % at 26.1 µM. AlphaScreen FBW7–phospho-cyclin E peptide binding, activator screen. 650,000 compounds, 0.13% hits; in the data active means normalized activity above about 1.9%;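 further: purified mutant Fbw7 with reduced substrate affinity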
The depositor's hits bear a star. Not a hit list; about 3.4% have a hit in one of these screens.

SMILES	GPR151 ag	MITF inh	TEAD-YAP inh	FBW7 act
O=C(COC(=O)c1ccccc1O)c1ccc([N+](=O)[O-])cc1	-1.9	4.7	0.4	-0.1
CCOCCCN(C(=O)Nc1ccc(CC)cc1)C1CCN(C(C)=O)CC1	0.8	5.7	4.0	0.1
COc1c(NC(C)=O)oc2ccccc12	0.3	-2.0	-4.8	-0.2
Cc1cccc(-n2nc(C)c(C3(O)C(=O)Nc4c(Cl)cc(Cl)cc43)c2N)c1 (configuration not stated)	0.3	6.7	-8.8	0.7
Cc1oc(-c2ccccc2Cl)nc1CS(=O)CC(=O)NCc1ccco1 (configuration not stated)	-1.1	-0.2	-1.8	1.5
CNC(=O)/C(C#N)=C/c1c(Oc2ccc(Br)cc2)nc2c(C)cccn2c1=O	-2.4	-13.7	-12.1	0.0
Cc1cc(C)nc(-n2nc(C)cc2NC(=O)CCl)n1	0.9	3.0	0.7	-0.1
CCc1nn(CC(=O)NC(C)C)c(=O)c2cc3ccsc3n12	0.8	17.2	4.8	0.4
O=C(NCc1ccccn1)C1CCCN(C(=O)N2CCOc3ccccc32)C1 (configuration not stated)	-0.6	14.7	-5.4	0.0
COc1ccc(S(=O)(=O)N2CCC(O)(c3ccccn3)CC2)cc1	-0.1	7.5	10.9	-0.2
COc1ccc(OC)c(/C=N/NC(=O)C(=O)NCc2ccccc2)c1	0.5	11.6	1.6	-0.1
OCCC12CC3CC(C1)CC(CCO)(C3)C2	-0.9	7.2	10.5	0.1
COc1ccc(CCN(C)C2CCCN(C(=O)c3ccnn3C)C2)cc1OC (configuration not stated)	0.3	3.6	6.0	0.1
CC12CCC(C(=O)N(c3ccc(Cl)cc3)C1=O)C2(C)C (configuration not stated)	-0.2	8.1	2.2	0.8
CC(=O)Nc1ccc(N2C(=O)c3cccc4c(C(=O)c5ccccc5)ccc(c34)C2=O)cc1	-1.7	2.0	0.5	0.1
COc1ccc(CNC(=O)c2c[nH]c3ccc(F)cc3c2=O)cc1	-0.1	7.0	-2.5	0.0
COc1ccc(C2(O)CSC3=C(C#N)C(c4ccccc4OC)CC(=O)N32)cc1 (configuration not stated)	0.5	-13.3	-21.5	-0.3
Cc1ccc(S(=O)(=O)N2CCN(S(=O)(=O)c3ccc(C)cc3)C2)cc1	0.6	-6.4	5.2	-0.1
O=[N+]([O-])c1nn(-c2ccccc2)n(O)c1=NCc1ccccc1Cl	0.4	9.7	-3.1	-0.4
COc1ccc(NC(=O)/C=C/c2ccc(Cl)c([N+](=O)[O-])c2)cc1	0.3	12.3	5.5	-0.2
O=C(NCc1ccc(F)c(F)c1)c1c[nH]c2cc(-c3cn[nH]c3)ccc12	-1.5	17.4	-5.3	0.2
Cc1[nH]ncc1C(=O)N1CCC(n2cnc3sc4c(c3c2=O)CCC(C)C4)CC1 (configuration not stated)	0.2	12.6	-10.1	-0.1
CC(C)c1ccc(-c2nc3c([nH]2)c(=O)n(C)c(=O)n3C)cc1	0.5	-21.7	4.8	0.0
O=c1cc(-c2cc3cc(Br)ccc3oc2=O)c2ccc(O)cc2o1	-0.5	-20.3	7.6	0.0
O=C(COc1ccc(NS(=O)(=O)c2ccc(F)cc2)cc1)N1CCOCC1	0.7	2.0	-6.7	-0.2
Cc1cc(C)nc(N2CCN(Cc3ccnc(Cl)c3)CC2)n1	1.4	14.3	-3.0	-0.1
C/C(=N/NC(=O)c1ccccn1)c1ccc(Br)cc1	-4.4	16.5	-12.3	0.1
CCOc1cc(C=O)ccc1OCc1ccc(C)cc1	-0.4	-6.8	-8.3	0.0
Cc1ccccc1SCC(=O)NNC(=O)c1ccc(Br)s1	2.8	-2.0	6.0	0.1
O=C(CSc1nc2c(c(=O)n1CCc1ccccc1)SCC2)Nc1ccccc1	1.3	9.9	2.4	0.2

As a working copy, part of the list above:
SMILES	GPR151 ag	MITF inh	TEAD-YAP inh	FBW7 act
Cc1ccccc1SCC(=O)NNC(=O)c1ccc(Br)s1	2.8	-2.0	6.0	0.1
O=C(CSc1nc2c(c(=O)n1CCc1ccccc1)SCC2)Nc1ccccc1	1.3	9.9	2.4	0.2

More structures
SMILES	GPR151 ag	MITF inh	TEAD-YAP inh	FBW7 act
O=C(CSc1nc2sc3c(c2c(=O)n1-c1ccccc1)CCC3)N1CCOCC1	0.5	-1.3	6.2	0.0
CCOC(=O)c1cnc(SCC(=O)NNC(C)=O)nc1N	0.2	-12.6	2.9	-0.1
Cc1cc2c(Cc3ccco3)n[nH]c(=O)c2c(=O)[nH]1	1.7	24.4	-1.3	-0.1
O=C1CSC(=O)N1CCN1C(=O)S/C(=C\c2ccc(O)cc2)C1=O	-0.2	5.9	-18.9	0.1
CCNC(=O)C1CCCN(S(=O)(=O)c2ccc(Cl)cc2)C1 (configuration not stated)	0.0	-0.2	5.1	-0.2
Cc1ccc(N(C(C)C(=O)N2CCCC2)S(C)(=O)=O)cc1C (configuration not stated)	0.5	1.5	0.0	0.0
COC(=O)c1ccc(COC(=O)c2ccc(S(=O)(=O)N(C)C)cc2)cc1	1.3	-6.9	-17.6	-0.1
O=C(c1ccc2c(c1)C(=O)N(CCO)C2=O)c1ccc2c(c1)C(=O)N(CCO)C2=O	-0.2	-4.0	18.9	0.9
CC12CCC(C/C1=N/Nc1nn[nH]n1)C2(C)C (configuration not stated)	-0.3	-0.2	1.6	0.9
Cc1ccc(NC(=O)COC(=O)CN2C(=O)c3cccc([N+](=O)[O-])c3C2=O)cc1	-1.1	-12.1	25.4	0.2
COc1ccc(-c2cn3nc(SCC(=O)Nc4cccc(Cl)c4)ccc3n2)cc1	-1.4	1.6	-67.9	0.0
CCCNC(=O)c1ccc2c(c1)ncn2-c1ccc(F)cc1F	0.8	5.7	-21.4	0.0
O=C(CCc1c[nH]c2ccccc12)OCC(=O)c1ccc(F)cc1	0.0	-4.3	0.7	-0.2
COc1ccc(S(=O)(=O)NCc2nc3nc(C)cc(C)n3n2)cc1OC	-1.7	-3.5	-3.0	0.1
CN1CCN(S(=O)(=O)c2ccc(-c3ccc(Cl)cc3)cc2)CC1	2.3	-13.2	4.5	-0.3
COCCCn1c(SCC(=O)NC2CCCCC2C)nnc1-c1ccoc1C (configuration not stated)	-0.7	2.6	3.6	0.0
N#Cc1ccccc1OCC(=O)Nc1nc(SCc2ccccc2)ns1	1.0	1.1	-5.4	0.3
O=C(NC1CCN(Cc2ccccc2)CC1)c1cc(NCCCN2CCCC2=O)nc2ccccc12	1.3	-12.5	3.8	-0.1
O=C(CNS(=O)(=O)c1ccccc1)NCC(=O)N1CCCCC1	3.6	5.6	9.6	0.0
O=C(CNC(=O)C12CC3CC(CC(C3)C1)C2)N/N=C\c1ccccn1	-0.9	-2.1	5.8	0.0
COc1ccccc1NC(=O)Cn1cnc2sc(C(=O)NC3CCCCCC3)c(C)c2c1=O	-0.2	3.9	-2.5	0.1
O=C(NC1CCS(=O)(=O)C1)c1ccc(Cl)c(S(=O)(=O)N2CCCCC2)c1 (configuration not stated)	-0.6	1.6	7.2	0.0
Cc1cccc(C(=O)NC(C)c2nnc(SCC(=O)Nc3nccs3)n2C)c1 (configuration not stated)	-0.4	0.8	4.3	0.0
CC(C)(NS(=O)(=O)c1ccc(N)cc1)c1ccncc1	0.1	4.1	10.1	-0.1
CCn1ncc([C@@H]2C[C@H]3CN(Cc4cccc(OC)c4)C(=O)[C@]34CCCN24)c1C	1.1	5.3	12.3	0.1
O=C(Nc1ccccc1C(=O)Nc1ccccc1Cl)c1ccccc1	-1.3	5.0	21.1	0.4
COc1ccc(C(=O)Nc2c3c(nn2-c2ccc([N+](=O)[O-])cc2)CS(=O)(=O)C3)cc1OC	0.4	7.6	-1.8	0.1
CN1CCN(c2ncnc3scc(-c4ccc(-c5ccccc5)cc4)c23)CC1	1.0	-4.8	18.4	-0.3
O=C(Nc1ccc2c3c(cccc13)CC2)c1cc(Br)ccc1Cl	2.5	-4.3	55.0*	-0.7
CCC(C(=O)Nc1c2c(nn1-c1ccc(Cl)cc1)CS(=O)(=O)C2)c1ccccc1 (configuration not stated)	-0.5	9.5	-4.2	0.3
CCOC(=O)C(C#N)=C1C=C(C)N(c2cccnc2)C(C)=C1	0.8	9.0	-23.0	0.0
COc1ccc(NC(=O)c2ccoc2C)c(OC)c1	6.1*	16.6	-12.0	0.0
O=C(NCc1cccnc1)c1ccc(N2CCC(NC3Cc4ccccc4C3)CC2)cc1	0.8	3.8	1.1	0.0
CC1Sc2ccc(C#N)cc2N(Cc2ccc3ccccc3n2)C1=O (configuration not stated)	0.6	17.4	-11.1	-0.1
COc1cccc(NS(=O)(=O)c2ccc(SC)cc2)c1	1.2	-2.0	9.0	0.0
COCC(=O)NCCSc1c(-c2ccc(F)cc2)[nH]c2ccccc12	-0.5	2.9	1.2	-0.1
COc1cc(C(=O)Nc2nc(-c3c(C)cc(C)cc3C)cs2)cc(OC)c1OC	0.3	-0.2	7.2	0.0
CC(=O)c1cccc(NC(=O)CCc2c(C)nc3ncnn3c2C)c1	1.5	1.4	-2.0	-0.3
CS(=O)(=O)c1ccc(N2CCN(C3CC(=O)NC3=O)CC2)cc1 (configuration not stated)	0.3	11.6	11.3	0.6
O=C(COc1ccc(Br)cc1)Nc1ccccc1C(F)(F)F	0.3	-9.1	-19.8	0.0

For reference, some entries already given:
SMILES	GPR151 ag	MITF inh	TEAD-YAP inh	FBW7 act
CN1CCN(S(=O)(=O)c2ccc(-c3ccc(Cl)cc3)cc2)CC1	2.3	-13.2	4.5	-0.3
COCCCn1c(SCC(=O)NC2CCCCC2C)nnc1-c1ccoc1C (configuration not stated)	-0.7	2.6	3.6	0.0
N#Cc1ccccc1OCC(=O)Nc1nc(SCc2ccccc2)ns1	1.0	1.1	-5.4	0.3
O=C(NC1CCN(Cc2ccccc2)CC1)c1cc(NCCCN2CCCC2=O)nc2ccccc12	1.3	-12.5	3.8	-0.1
O=C(CNS(=O)(=O)c1ccccc1)NCC(=O)N1CCCCC1	3.6	5.6	9.6	0.0
O=C(CNC(=O)C12CC3CC(CC(C3)C1)C2)N/N=C\c1ccccn1	-0.9	-2.1	5.8	0.0
COc1ccccc1NC(=O)Cn1cnc2sc(C(=O)NC3CCCCCC3)c(C)c2c1=O	-0.2	3.9	-2.5	0.1
O=C(NC1CCS(=O)(=O)C1)c1ccc(Cl)c(S(=O)(=O)N2CCCCC2)c1 (configuration not stated)	-0.6	1.6	7.2	0.0
Cc1cccc(C(=O)NC(C)c2nnc(SCC(=O)Nc3nccs3)n2C)c1 (configuration not stated)	-0.4	0.8	4.3	0.0
CC(C)(NS(=O)(=O)c1ccc(N)cc1)c1ccncc1	0.1	4.1	10.1	-0.1
CCn1ncc([C@@H]2C[C@H]3CN(Cc4cccc(OC)c4)C(=O)[C@]34CCCN24)c1C	1.1	5.3	12.3	0.1
O=C(Nc1ccccc1C(=O)Nc1ccccc1Cl)c1ccccc1	-1.3	5.0	21.1	0.4
COc1ccc(C(=O)Nc2c3c(nn2-c2ccc([N+](=O)[O-])cc2)CS(=O)(=O)C3)cc1OC	0.4	7.6	-1.8	0.1
CN1CCN(c2ncnc3scc(-c4ccc(-c5ccccc5)cc4)c23)CC1	1.0	-4.8	18.4	-0.3
O=C(Nc1ccc2c3c(cccc13)CC2)c1cc(Br)ccc1Cl	2.5	-4.3	55.0*	-0.7
CCC(C(=O)Nc1c2c(nn1-c1ccc(Cl)cc1)CS(=O)(=O)C2)c1ccccc1 (configuration not stated)	-0.5	9.5	-4.2	0.3
CCOC(=O)C(C#N)=C1C=C(C)N(c2cccnc2)C(C)=C1	0.8	9.0	-23.0	0.0
COc1ccc(NC(=O)c2ccoc2C)c(OC)c1	6.1*	16.6	-12.0	0.0
O=C(NCc1cccnc1)c1ccc(N2CCC(NC3Cc4ccccc4C3)CC2)cc1	0.8	3.8	1.1	0.0
CC1Sc2ccc(C#N)cc2N(Cc2ccc3ccccc3n2)C1=O (configuration not stated)	0.6	17.4	-11.1	-0.1
COc1cccc(NS(=O)(=O)c2ccc(SC)cc2)c1	1.2	-2.0	9.0	0.0
COCC(=O)NCCSc1c(-c2ccc(F)cc2)[nH]c2ccccc12	-0.5	2.9	1.2	-0.1
COc1cc(C(=O)Nc2nc(-c3c(C)cc(C)cc3C)cs2)cc(OC)c1OC	0.3	-0.2	7.2	0.0

Following part.
SMILES	GPR151 ag	MITF inh	TEAD-YAP inh	FBW7 act
O=C(NCCc1ccc(Cl)cc1)c1ccc(Cn2c(=S)[nH]c3ccc(Br)cc3c2=O)cc1	1.2	-2.0	6.3	-0.4
COc1ccc(/C=C(/NC(=O)c2ccc(Cl)cc2)C(=O)Nc2ccc(Cl)cc2)cc1OC	2.1	0.5	6.9	0.0
COc1ccc(-c2csc3ncnc(N4CCCC(O)C4)c23)cc1 (configuration not stated)	-1.8	10.2	23.0	0.1
CCOc1ccc(NC(=O)CN(c2ccccc2C)S(=O)(=O)c2ccccc2)cc1	1.2	1.2	10.4	0.3
O=C(Nc1nc2c(s1)CCCC2)c1ccc(S(=O)(=O)N2CCc3ccccc3C2)cc1	0.7	4.4	4.8	-0.3
Clc1cccc2sc(N3CCOCC3)nc12	0.8	9.3	-23.1	-0.1
CCOc1ccc(C(=O)NC(=S)Nc2nc(-c3ccccc3)cs2)cc1	-1.2	-2.1	-8.2	-0.1
CN(C)c1ccc(CCCNS(=O)(=O)CCc2ccccc2)cc1	-0.1	15.4	12.1	-0.2

Screening data as filed in PubChem.
